PGC1a acetyl inh – inhibitors of PGC1a acetylation signal, primary screen, cell-based, U2OS, AlphaScreen, inhibitor mode. AlphaScreen anti-acetyl-lysine; with virally co-expressed GCN5 acetyltransferase. inhibition, % at 15.6 µM. actives 0.17% (n = 350,000). AID 651687, 2012;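 active = every replicate shows inhibition of at least 40%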;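 also: 0% = neutral control wells and 100% = positive control wells; some results beyond the cut were filed as inactive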
GSIS activator – GLuc luminescence reporter in INS-1E cells, primary screen for activators of glucose-dependent secretion of insulin. INS-1E GLuc reporter insulin secretion, 2-3 h. activation, % at 16.6 µM. actives 0.61% (n = 370,000);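 active = lowest replicate activation of at least 40%, so every replicate reaches that level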;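 also: 0% = median of neutral control wells and 100% = median of IBMX positive control wells; some compounds called inactive have numbers as strong as hits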
PglD inh – C. jejuni PglD acetyltransferase inhibitors, primary screen, biochemical, DTNB colorimetric, single point; purified PglD enzyme, DTNB colorimetric CoA detection; inhibition, % at 12.5 µM; AID 602405, 2012; actives 0.098% (n = 360,000); UDP-N-acetylbacillosamine N-acetyltransferase PglD (Campylobacter jejuni); in the data active = inhibition above about 16%, passing the limit was not always enough; also: strong numbers were not always called active
Cneo AK release – Cryptococcus neoformans cell lysis inducers, primary screen, AK release luminescence, single concentration; C. neoformans lysis, adenylate kinase release luminescence, 4 h; normalised: neutral wells 0, clomiphene wells 100; lysis activity, % at 15 µM; actives 0.2% (n = 360,000);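 active = mean lysis activity across replicates of at least 80%, whatever share of replicates individually reach that level; inactive = mean lysis activity below 80%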
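Assay system: C. neoformans cells. Amount: yeast cell density of 5 × 10^6 cells/mL. Technique: AK luminescence. Buffer or medium: YPD. Times: static 4 h at 37 °C with compound, 1 h detection. Dosing: single-point compound dose. Read-out: lysis from increased AK signal.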
miR-122 sensor – miR-122 Renilla sensor signal increase in Huh7, primary screen, miR-122 inhibitor project, cell-based, single point, plate reader; Huh7 miR-122 Renilla luciferase sensor, 48 h; neutral wells = 0, positive control = 100; activation (reporter increase), % at 12.5 µM; actives 0.3% (n = 340,000); AID 602342, 2012;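 active = mean replicate activation score at least 90 and every replicate individually at or above 90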;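 also: higher luciferase means less miR-122 activity so hits act as miR-122 inhibitors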
FN deposit inh – inhibitors of fibronectin matrix deposition, primary screen, AH1F cells, Alexa488-fibronectin fluorescence, plate reader; AH1F fibroblasts, overnight; inhibition, % at 12.6 µM; actives 0.086% (n = 350,000);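 active = mean inhibition across replicates of 30% or more, regardless of how many single replicates reach that level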;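 also: positive control wells lacked labelled fibronectin entirely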
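Material – AH1F fibroblast monolayer, labelled fibronectin deposition · Reagent – labelled fibronectin 24 nM · Timing – 1 h adhesion, overnight exposure · Measured by – fluorescence at 485 nm excitation, 525 nm emission · Read-out – inhibition of fibronectin deposition signal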
C2C12 statin – suppressors of statin myotoxicity in C2C12 myotubes, primary screen, cell-based, single point, plate reader; rescue of ATP level, % at 7.49 µM; AID 602340, 2012; C2C12 myotubes + simvastatin, ATP luminescence, 48 h; scaled: DMSO 0, geranylgeraniol control 100; actives 0.78% (n = 330,000);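 active = mean ATP rescue above about 67%, or every replicate alone reaching that limit, limit read from the data, passing the limit was not always enough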;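 also: myotubes were challenged with 10 µM simvastatin during compound exposure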
CFTR F508del cor – F508del CFTR correction, initial screen, CFBE line, single point. CFBE cells, YFP halide quenching; stimulated with forskolin plus potentiator P3; % fluorescence drop versus neutral controls. activity (quench increase), % at 7.58 µM. actives 0.36% (n = 350,000);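 active = mean added fluorescence quench of at least 8% versus neutral control, with both replicates also reaching 8%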;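 also: cells transiently co-express mutant CFTR-F508del with the halide-sensitive YFP; corrector assay measuring rescue of mutant channel to the surface after 24 h compound exposure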
An asterisk follows results filed as active; nt = not tested or not shown; [ ] = remark or other dose.

No.	SMILES	PGC1a acetyl inh	GSIS activator	PglD inh	Cneo AK release	miR-122 sensor	FN deposit inh	C2C12 statin	CFTR F508del cor
1	CC(=O)Nc1nc2ccccc2[nH]1	nt	-4.8	-1.3	-0.4	nt	-7.0	nt	-0.4
2	CCCCn1c(N)c(N(Cc2ccccc2OC)C(=O)CN2C(=O)NC(C)(c3ccccc3)C2=O)c(=O)[nH]c1=O (stereo not drawn)	8.3	13.0	9.4	0.6	-4.6	-2.3	7.6	3.0
3	CCC1=C(OC(=O)N(CC)CC)N2C(=O)OC(=NCC(=O)OC)[C@]2(Cc2ccccc2)[C@H]2C1=CC[C@H]1C(=O)N(c3ccccc3)C(=O)[C@H]12	nt	-5.9	3.2	0.4	nt	11.8	3.8	2.9
4	COc1ccc(C(C)=O)cc1COC(=O)c1cnc(Cl)c(Cl)c1	-3.3	12.9	-9.4	2.0	8.1	3.3	-4.6	-0.8
5	C[C@H]1CN([C@@H](C)CO)C(=O)c2cccc(NS(=O)(=O)c3ccc(F)cc3)c2O[C@@H]1CN(C)C(=O)Nc1ccccc1	-2.4	-5.1	-5.8	-1.3	10.3[16.7 µM]	nt	5.6	-0.4
6	COc1ccccc1Cc1nc(-c2ccncc2)no1	-5.1	-1.5	nt	nt	nt	4.0	nt	2.4
7	Cc1cc(OCCCN2CCCC2)ccc1Cl	nt	-2.7	-0.3	0.4	nt	-12.0	-8.1	1.2
8	O=C(N/N=C/c1cccnc1)c1cc(-c2ccccc2Cl)nc2ccccc12	nt	2.1	-3.3	-2.0	nt	-0.3	nt	-0.7
9	COc1cccc(CN2CC(C(=O)NCCN3CCOC3=O)CCC2=O)c1 (stereo not drawn)	-1.2	8.2	1.9	1.2	-7.4	5.6	0.9	2.3
10	Cc1cccc(C)c1NC(=O)CNC(=O)c1ccc(NS(=O)(=O)c2ccc3[nH]c(=O)[nH]c3c2)cc1	-13.3	-4.2	-1.9	7.0	-3.6	nt	13.6	0.9
11	CCOc1ccc(/C=C2\NC(=S)NC2=O)cc1	9.2	-25.4	nt	nt	nt	7.8	nt	-0.3
12	COc1ccccc1NC(=O)C(CC(=O)O)Cc1cc(C)cc(C)c1 (stereo not drawn)	-3.8	6.1	-5.6	-0.4	-7.9	-6.7	5.8	2.1
13	N#C[C@H]1[C@@H](c2ccc(C#Cc3ccccc3F)cc2)[C@H](CO)N1C(=O)C1CCC1	-19.4	-2.1	-5.5	-4.3	nt	-9.8	-3.3	-1.7
14	CC(C(=O)N1CCc2ccccc21)N(C)CC(=O)Nc1ccc(F)cc1 (stereo not drawn)	-0.5	-12.0	-3.7	-0.5	-1.2	2.8	-7.8	-2.9
15	COc1ccccc1N1CC(C(=O)Nc2nnc(SCc3ccccn3)s2)CC1=O (stereo not drawn)	0.7	12.9	-1.5	4.2	5.1	5.3	-8.2	nt
16	CCc1ccc(N=C2NC(=O)/C(=C/c3cc(OC)c(OC)c(OC)c3)S2)cc1	nt	11.2	4.4	-1.8	nt	-3.2	-6.3	2.3
17	COc1cccc(C2/C(=C(\O)c3ccc4c(c3)OCCO4)C(=O)C(=O)N2Cc2cccnc2)c1 (stereo not drawn)	-12.0	20.1	5.4	-3.9	15.1	3.9	-2.4	1.1
18	NNC(=O)CCc1c[nH]c2ccccc12	-5.4	nt	-0.3	1.6	0.1	nt	-2.6	nt
19	CCOc1ccc(-n2c(SCC(=O)Nc3ccc(CC)cc3)nc3n[nH]c(C)c3c2=N)cc1	-8.5	-1.5	nt	nt	nt	4.9	nt	-3.6
20	COc1cc2[nH]cc(C(=O)NCc3ccccc3)c(=O)c2cc1OC	nt	1.7	-1.7	-2.0	-1.2	10.3	-8.7	4.4

Full records from above. Order of values: PGC1a acetyl inh	GSIS activator	PglD inh	Cneo AK release	miR-122 sensor	FN deposit inh	C2C12 statin	CFTR F508del cor
Shown for COc1ccccc1N1CC(C(=O)Nc2nnc(SCc3ccccn3)s2)CC1=O (stereo not drawn) : 0.7	12.9	-1.5	4.2	5.1	5.3	-8.2	nt
Shown for CCC1=C(OC(=O)N(CC)CC)N2C(=O)OC(=NCC(=O)OC)[C@]2(Cc2ccccc2)[C@H]2C1=CC[C@H]1C(=O)N(c3ccccc3)C(=O)[C@H]12 : nt	-5.9	3.2	0.4	nt	11.8	3.8	2.9
Shown for CCc1ccc(N=C2NC(=O)/C(=C/c3cc(OC)c(OC)c(OC)c3)S2)cc1 : nt	11.2	4.4	-1.8	nt	-3.2	-6.3	2.3

(further entries)
No.	SMILES	PGC1a acetyl inh	GSIS activator	PglD inh	Cneo AK release	miR-122 sensor	FN deposit inh	C2C12 statin	CFTR F508del cor
21	COc1cccc(-c2ccc([C@@H]3[C@H]4CN(Cc5cncnc5)CCCCN4[C@H]3CO)cc2)c1	-5.2	1.3	3.4	-4.3	5.8[16.7 µM]	nt	17.4	0.3
22	O=C(CN1CCN(c2ccccc2)CC1)N1CCN(c2ccccc2)CC1	-11.2	-0.8	-2.6	0.6	-0.3	nt	10.8	1.8
23	O=c1c2ccccc2nnn1Cc1ccccc1Cl	-2.1	6.1	0.6	-0.3	-2.9	nt	8.3	5.2
24	CCc1nc2ccc(C(=O)N(CC)CC(=O)Nc3c(F)cccc3F)cc2nc1CC	-8.2	2.1	3.3	0.4	3.1	2.7	-3.9	-0.5
25	Cc1cc2c(cc1C)CSC(c1ccc(O)cc1)SC2	-7.9	15.8	2.2	-3.1	-2.7	nt	4.4	0.5
26	COc1ccccc1NC(=O)N(C)C[C@@H]1OCc2ccccc2-c2c(n(C)c3ccccc23)C(=O)N([C@@H](C)CO)C[C@H]1C	-2.1	-26.8	-3.0	-1.0	nt	1.6	nt	-1.2
27	COC(=O)c1ccc2c(=O)n(CCN3CCOCC3)c(SCC(=O)Nc3cccc(OC)c3)nc2c1	-15.3	-24.5	4.5	0.0	-0.2	-7.7	14.7	2.2
28	Cc1cccc(-c2ccc([C@H]3[C@H]4CN(S(=O)(=O)c5cn(C)cn5)CCCCN4[C@H]3CO)cc2)c1	6.4	-20.6	3.1	-1.2	10.0[16.7 µM]	nt	nt	-1.1
29	O=C(Nc1ccc2c(c1)[C@@H]1C[C@H](CC(=O)N3CCc4ccccc4C3)O[C@@H](CO)[C@@H]1O2)NC1CCCC1	-18.5	-18.7	4.3	5.3	-4.0[16.7 µM]	nt	7.1	1.1
30	C[C@@H]1CN([C@@H](C)CO)C(=O)c2cc(Br)cnc2O[C@@H]1CN(C)CC1CCCC1	1.0	7.6	1.3	-6.0	4.7[16.7 µM]	nt	-30.3	-1.6
31	C/C(=N\NC(=O)CCC(=O)Nc1ccc(C)c(C)c1)c1cccs1	-5.9	19.7	nt	nt	nt	-2.5	nt	-2.2
32	Cc1c(OC(C)C(=O)NCc2cccnc2)ccc2c3c(c(=O)oc12)CCCC3 (stereo not drawn)	nt	3.4	2.0	0.6	nt	6.6	-1.9	-0.5
33	Cc1ccccc1-c1ccc2c(c1)O[C@H](CN(C)Cc1ccncc1)[C@H](C)CN([C@@H](C)CO)S2(=O)=O	-9.8	-24.8	-0.2	-1.8	13.2[16.7 µM]	nt	-36.7	2.3
34	CC(C)(C)c1ccc(C(=O)Nc2cccc3ncccc23)cc1	nt	-25.1	0.5	0.9	-1.4	-2.3	7.4	-3.1
35	CCOc1ccc(-c2noc(-c3cccnc3)n2)cc1OC	41.5	nt	-0.4	-0.3	-2.6	-9.6	-6.8	nt
36	CC(C)(C)NC(=O)C[C@H]1C[C@H](C(=O)N2CCOCC2)[C@@]2(CCC3CCCC3)c3[nH]c4ccc(Cl)cc4c3CCN2C1=O	-9.4	nt	0.3	-0.4	-2.8	nt	11.1	nt
37	Cc1ccc(C)c(S(=O)(=O)NCC(=O)OCC(=O)Nc2sccc2C(N)=O)c1	2.0	0.4	-1.0	-0.3	-3.2	1.7	4.6	0.5
38	O=C(CCN1C(=O)C2C3CCC(C3)C2C1=O)OCC(=O)c1cccc([N+](=O)[O-])c1 (stereo not drawn)	1.0	-14.7	4.8	-1.1	-1.7	-5.2	2.5	0.8
39	CCOc1nc(Oc2cccc(C(=O)O)c2)nc(Oc2cccc(C(=O)O)c2)n1	8.9	nt	-11.1	0.6	-1.8	nt	2.3	nt
40	O=C(N/N=C/c1cn(Cc2ccccc2)c2ccccc12)c1ccncc1	0.4	-19.9	-0.5	-1.1	-4.2	7.0	-10.9	-1.9
41	CCNC(=O)C1CCCN(C(=O)c2ccc(C(F)(F)F)cc2)CC1 (stereo not drawn)	-0.7	4.5	1.5	12.5	-0.5	3.6	11.4	-2.3
42	CCOC(=O)C1=C(C)Nc2ccccc2N/C1=N\S(=O)(=O)c1ccccc1	nt	8.4	-0.3	0.7	8.3	1.0	2.5	4.9
43	Cc1ccc2[nH]c(=O)c(C(c3nnnn3Cc3ccccc3)N3CCc4ccccc43)cc2c1 (stereo not drawn)	nt	nt	-2.9	-6.4	-6.0	1.0	13.7	nt
44	COc1ccccc1C#Cc1ccc([C@@H]2[C@@H](CO)N3CCCCN(C(=O)C4CCCC4)C[C@@H]23)cc1	-18.7	nt	0.3	2.1	2.0[16.7 µM]	nt	nt	3.1
45	Cc1cc(C)c(C(=O)NC2CC(C)(C)Cc3c2cnn3-c2cccc(F)c2)[nH]1 (stereo not drawn)	nt	-35.5	2.5	4.9	-1.8	-4.0	-0.4	-3.3
46	COCC#Cc1ccc2c(c1)O[C@@H](CN(C)S(=O)(=O)c1cccc(OC)c1)[C@H](C)CN([C@@H](C)CO)S2(=O)=O	-12.8	-10.6	0.9	0.4	-7.8[16.7 µM]	4.1	-55.2	nt
47	Cc1ccc(S(=O)(=O)N(CC(=O)N2CCC(C)CC2)c2cccc(C)c2)cc1	-20.8	nt	2.8	-0.1	143.6*	nt	-2.6	nt
48	C[C@@H]1CN([C@H](C)CO)C(=O)c2cc(C3=CCCCC3)cnc2O[C@@H]1CN(C)Cc1cccnc1	10.0	26.5	-2.0	-1.2	4.6[16.7 µM]	-2.1	64.7	-3.0
49	CCc1ccc(C(=O)C(C)OC(=O)Cn2cnc3c2c(=O)n(C)c(=O)n3C)cc1 (stereo not drawn)	-17.7	-0.3	nt	nt	-3.8	7.0	22.5	0.4
50	O=C(Nc1ccccc1Cl)c1cc(C2CCCN(C(=O)CCc3ccccc3)C2)on1 (stereo not drawn)	11.9	-11.6	5.0	0.3	-2.4	-4.5	-7.6	0.3
51	CS(=O)(=O)N1CCC(Oc2ccccc2C(=O)N2CCC[C@H]2CO)CC1	4.6	16.5	-0.8	-3.8	3.3	-2.4	1.4	-1.0
52	CCN1CCN(c2ccc(S(=O)(=O)N3CCOCC3)cc2NC(=O)CCSC)CC1	2.3	21.9	-5.1	-0.1	-0.8	-16.7	3.3	-1.4
53	Cc1ccc(S(=O)(=O)CCC(=O)OCc2ccccc2F)cc1	-1.7	-5.0	nt	nt	nt	-12.6	nt	-2.1
54	COc1cccc(CC(=O)Nc2ccc(F)c(S(=O)(=O)N3CCOCC3)c2)c1	-22.0	6.1	-1.4	3.0	9.7	-3.4	6.9	2.4
55	O=C(CSc1nnc(C2COc3ccccc3O2)o1)N1CCN(c2ccccc2)CC1 (stereo not drawn)	-13.6	-12.1	nt	nt	-5.1	-1.0	-2.5	1.5

Bioassay records deposited in PubChem by Broad Institute.
